Compound activity (PubChem BioAssay)
LMP1 NFkB inh: Epstein-Barr LMP1 NF-kappaB reporter inhibition; LMP1-induced NF-kappaB luciferase reporter cells, luminescence; inhibition, % at 12.5 µM; 0.69% of 350,000 active; in the data active = inhibition above about 41%;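 also: 0% = neutral control wells and 100% = reference inhibitor control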
TWEAK-Fn14 inh: blocks TWEAK-Fn14 interaction in a reporter cell assay. TWEAK-stimulated Fn14 reporter cells, luciferase luminescence, 8 h. inhibition, % at 10 µM. 2% of 360,000 active. AID 1159606; in the data active = inhibition above about 50%
C8 TRAIL sens: caspase-8 TRAIL sensitization; 1% of 360,000 active; NB7+C8 cells + TRAIL, ATPlite viability luminescence; inhibition (viability loss, TRAIL sensitization), % at 10 µM;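 active = compounds causing at least 50% loss of cell viability in the single-dose screen, relative to plate controls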
TROY signal inh: TROY signaling inhibition | Q293 LMP1-TROYcd NF-kB luciferase reporter, 4 h | inhibition, % at 10 µM | 0.98% of 360,000 active;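 active = compounds whose plate-normalised and pattern-corrected inhibition of the luciferase reporter signal at the single screening dose is 50% or more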
NR5A2 inv ag: NR5A2 inverse agonism in reporter assay. 0.13% of 360,000 active. inhibition, % at 3.6 µM. HEK293T StAR-luciferase reporter, LRH-1 transfected, 24 h. AID 602396. O00482;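 active = inhibition above the mean inhibition of all tested compounds plus 3 SD, cut at about 73% in these data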;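 also: 0% = DMSO wells and 100% = reporter-only cells lacking LRH-1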
Target sequence (O00482 whole entry, looked up): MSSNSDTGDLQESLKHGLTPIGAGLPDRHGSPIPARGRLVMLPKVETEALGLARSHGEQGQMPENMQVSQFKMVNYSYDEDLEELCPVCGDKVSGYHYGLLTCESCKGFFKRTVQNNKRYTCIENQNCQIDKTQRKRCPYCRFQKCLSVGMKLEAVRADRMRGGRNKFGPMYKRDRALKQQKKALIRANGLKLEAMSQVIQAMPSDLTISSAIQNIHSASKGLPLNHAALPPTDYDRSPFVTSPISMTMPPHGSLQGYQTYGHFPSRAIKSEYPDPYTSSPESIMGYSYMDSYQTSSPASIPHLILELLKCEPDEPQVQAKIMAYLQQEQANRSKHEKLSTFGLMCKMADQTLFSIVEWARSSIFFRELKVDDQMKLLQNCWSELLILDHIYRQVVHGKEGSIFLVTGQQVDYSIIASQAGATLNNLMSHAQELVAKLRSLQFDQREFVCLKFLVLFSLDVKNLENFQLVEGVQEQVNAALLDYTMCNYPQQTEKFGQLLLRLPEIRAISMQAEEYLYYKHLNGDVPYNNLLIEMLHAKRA
KKLEB tox: counter-screen for CF NF-kB inhibitors: cytotoxicity | 0.36% of 360,000 active | AID 602141 | KKLEB CF airway cells viability, ATPlite luminescence, overnight; active compounds read low; cells stimulated with P. aeruginosa culture filtrate | activity change (cytotoxicity), % at 5 µM;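 active = corrected activity change at or below -50% at 5 µM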
NCOA1 inh: human NCOA1 inhibition; Q15788; 0.12% of 360,000 active; HEK293 GAL4-SRC1 luciferase reporter, luminescence; inhibition, % at 3.6 µM;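 active = inhibition above the campaign mean plus 3 SD, with each screening campaign given its own cutoff, cut at about 60% in these data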;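 also: 0% = DMSO treated cells and 100% = gossypol at 36 µM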
NR2F2 inh: inhibitors of human COUP-TFII (NR2F2); inhibition, % at 8.6 µM; 0.7% of 370,000 active; HEK293T NGFI-A luciferase reporter, luminescence; P24468; AID 686940;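 active = inhibition above a per-plate cutoff, mean inhibition of test wells between control levels plus 3 SD, cut at about 38% in these data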;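 also: cells cotransfected with COUP-TFII expression vector driving the NGFI-A reporter; 0% = median of COUP-TF2 test wells and 100% = reporter-only cells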
Target sequence (P24468 whole entry, looked up): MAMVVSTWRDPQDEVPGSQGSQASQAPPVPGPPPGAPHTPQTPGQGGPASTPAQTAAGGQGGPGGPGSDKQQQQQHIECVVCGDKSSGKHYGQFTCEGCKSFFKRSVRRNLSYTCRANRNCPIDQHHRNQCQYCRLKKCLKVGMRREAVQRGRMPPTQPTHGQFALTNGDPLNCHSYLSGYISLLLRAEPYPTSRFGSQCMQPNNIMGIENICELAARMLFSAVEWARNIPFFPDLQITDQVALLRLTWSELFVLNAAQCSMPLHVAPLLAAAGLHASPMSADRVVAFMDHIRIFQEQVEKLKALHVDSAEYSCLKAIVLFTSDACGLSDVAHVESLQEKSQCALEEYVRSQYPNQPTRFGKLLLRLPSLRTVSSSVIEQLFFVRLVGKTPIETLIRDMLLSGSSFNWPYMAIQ
Shn3 inh set2: Schnurri-3 reporter inhibition in Clone20 osteoblasts; Clone20 osteoblast Shn3 3'UTR firefly luciferase, 24 h; inhibition, % at 12.5 µM; 0.52% of 360,000 active; AID 588674;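 active = mean inhibition of at least 75% with every replicate also reaching 75%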;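 also: 0% = median of neutral control wells and 100% = pilot-screen positive control compound; some compounds past the cut are filed as inactive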
NCOA3 inh: inhibits human SRC3 coactivator | 0.17% of 360,000 active | HEK293 GAL4-SRC3 luciferase reporter, luminescence | AID 588352 | inhibition, % at 3.6 µM;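 active = inhibition above a per-campaign cutoff, the mean of all compounds plus 3 SD, cut at about 60% in these data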;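 also: 0% = DMSO-treated cells and 100% = gossypol-treated cells at 36 µM; higher means less SRC3-driven luciferase light from the GAL4 reporter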
CF NFkB block: blocks PAF-induced NF-kB reporter in cystic fibrosis cells. AID 588850. KKLEB NF-kB-GFP reporter, GFP fluorescence overnight. 0.86% of 360,000 active. inhibition, % at 5 µM;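 active = at least 50% inhibition at 5 µM, scaled per plate between neutral and stimulator controls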;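 also: PAF is a Pseudomonas aeruginosa culture filtrate used as stimulus; plate controls were PAF-stimulated DMSO wells for no effect and unstimulated DMSO wells for full effect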
Starred values were filed as active, the others as inactive; · = no result given.

canonical_smiles,LMP1 NFkB inh,TWEAK-Fn14 inh,C8 TRAIL sens,TROY signal inh,NR5A2 inv ag,KKLEB tox,NCOA1 inh,NR2F2 inh,Shn3 inh set2,NCOA3 inh,CF NFkB block
N#Cc1ccc(C23OCCN2CCn2c3c3ccccc3[n+]2[O-])cc1 (stereo unspecified),0.5,-2.8,-2.4,-15.0,1.5,7.3,-11.8,-0.4,-1.3,14.2,-16.2
COC(=O)C(C)N=Cc1ccccc1 (stereo unspecified),-0.3,28.9,-8.2,10.9,-10.6,2.7,0.4,9.8,-11.8,16.1,10.4
COc1ccc(C(=O)N2CCc3[nH]nc(-c4ccccc4)c3C2)cc1,-0.2,-11.1,0.7,-2.5,3.8,2.7,-8.8,18.9,9.3,-13.8,8.7
CC(=O)c1c(C)[nH]c(=S)c(C#N)c1-c1ccc(F)cc1,-7.1,24.5,17.3,8.7,-6.2,8.8,-6.5,2.1,3.7,-3.8,5.8
N#Cc1ccc(CN2C(=O)NC3(CCCCCC3)C2=O)cc1,2.5,-13.8,20.8,-15.3,-11.0,12.0,5.8,14.5,3.8,-7.8,-7.0
CCOc1cccc(N2C(=O)CC(n3cnc4ccccc43)C2=O)c1 (stereo unspecified),-5.3,-1.2,-9.4,14.4,-5.1,0.4,-3.4,1.0,2.8,-8.9,-1.0
COc1cc(C(=S)N2CCOCC2)ccc1O,-7.9,-6.0,0.5,-8.8,-0.6,-0.4,-4.5,-7.5,-13.5,2.9,7.4
O=C(O)c1ccccc1-c1ccccc1C(=O)NCc1ccccc1Cl,6.4,11.9,-7.5,-5.6,0.8,15.9,15.2,2.4,-21.0,12.7,-3.4
CSc1scc2c1-c1nc(SCC(=O)C(C)(C)C)ncc1CC2,-6.8,-2.9,1.5,16.5,14.1,-7.3,1.2,7.0,28.5,5.3,23.5
Cc1ccc(NC(=O)CCNC(=O)N2CC(=O)Nc3ccccc32)cc1Cl,-0.5,-8.8,-1.1,5.8,0.4,-2.8,5.6,-4.1,-7.8,8.3,2.3
CCSc1nnc(-c2ccc(S(=O)(=O)N3CCOCC3)cc2)n1CC1CCCO1 (stereo unspecified),-7.1,17.5,17.8,-5.4,1.3,0.4,-3.0,5.8,-14.1,9.7,6.3
OC(C#CCN1CCOCC1)(c1ccccc1)C1CCCCC1 (stereo unspecified),-2.3,-7.5,1.0,8.4,15.0,-17.0,2.1,-6.5,3.4,-0.2,9.6
O=C(/C=C/c1ccc(Cl)cc1)NC(=S)Nc1ccc(CN2CCOCC2)cc1,7.4,3.7,11.8,8.7,-1.4,-5.1,7.6,-10.4,66.0,21.3,23.7
O=C(O)c1cc(Cl)n[nH]c1=O,·,-19.7,-8.6,10.0,-3.0,11.3,-45.9,9.6,7.7,-0.3,-11.3
COc1ccccc1Nc1ncnc2c1c(C)c(C)n2CCCN(C)C,-6.1,-9.9,18.7,-3.7,0.9,-6.9,-1.4,-31.8,-4.0,-1.3,-3.5
CCOC(=O)[C@]12CCCC=C1N(Cc1cccc3ccccc13)C(=O)[C@H](CC(=O)NCc1cccc(C(F)(F)F)c1)C2,·,28.2,17.5,5.1,8.4,·,·,7.5,·,·,·
Cc1cc(C)c2[nH]c(=O)c(C(c3nnnn3CC3CCCO3)N3CCC(C)CC3)cc2c1 (stereo unspecified),-2.4,-14.8,-15.9,10.2,4.0,11.2,12.8,7.5,5.9,-8.5,6.7
O=C(Nc1ccc2oc(-c3ccccc3)nc2c1)c1ccncc1,7.3,-0.4,17.9,-6.5,-54.9,-3.7,-16.9,8.8,3.1,-10.5,-34.4
CCOC(=O)C1CCCN(C(=O)c2ccc(S(=O)(=O)NCc3ccco3)cc2)C1 (stereo unspecified),-7.9,9.4,-9.5,16.2,23.1,-8.6,-1.3,-5.2,10.5,13.4,-18.4
O=C(NCCc1ccccn1)c1nc(Cn2cc(Br)cn2)no1,0.8,5.3,23.3,5.1,9.3,1.1,4.3,4.0,-1.7,4.1,4.3
Cc1nc(SCC(=O)NC2CCS(=O)(=O)C2)c2c(C)c(C)sc2n1 (stereo unspecified),-0.2,5.5,-4.8,12.8,-0.8,-4.4,-2.9,12.3,-9.3,-2.2,26.0
CC(=O)Nc1cccc(NC(=O)C(=O)NCC(c2ccco2)N2CCc3ccccc32)c1 (stereo unspecified),-1.7,5.8,3.2,-34.2,3.2,9.3,1.1,4.2,-66.1,-13.2,-11.6
Cc1cc(C)n(-c2c(F)c(F)c(CN3CCCCC3)c(F)c2F)n1,-3.1,-12.6,-5.4,9.1,-12.9,7.6,3.2,5.4,8.5,-9.8,-10.5
CC(CC(=O)Nc1ccc2c(c1)c(=O)n(C)n2-c1ccccc1F)c1ccccc1 (stereo unspecified),·,-10.4,18.4,8.9,-5.0,1.3,-12.2,7.3,-0.1,-6.9,22.5
O=C1CCCC(O)=C1C(C#Cc1ccccc1)C1=C(O)CCCC1=O,5.5,-1.5,-4.2,-7.0,-3.0,11.6,-13.0,·,-17.7,-3.8,-7.5

Following part
canonical_smiles,LMP1 NFkB inh,TWEAK-Fn14 inh,C8 TRAIL sens,TROY signal inh,NR5A2 inv ag,KKLEB tox,NCOA1 inh,NR2F2 inh,Shn3 inh set2,NCOA3 inh,CF NFkB block
CC(=O)c1cc(-c2ccccc2)n(CCC(=O)NCc2cccs2)c1C,4.0,5.0,-15.4,4.4,-12.2,-4.7,-12.7,-18.1,9.3,-25.0,-8.6
O=C(CNC(=O)c1ccccc1)N/N=C/c1ccccc1Cl,0.0,-11.3,6.5,19.8,-4.6,-1.7,-22.5,-17.6,4.2,-15.7,7.3
COc1ccc(OC)c(C(=O)NC2CCCc3c2cnn3-c2cc(C)cc(C)c2)c1 (stereo unspecified),-16.3,-50.2,12.6,-13.7,-39.3,16.2,-41.1,-11.9,24.0,-47.7,-8.3
Cc1c(C(=O)O)nn(-c2ccccc2)c(=O)c1C#N,-0.3,13.8,0.9,-1.3,18.5,6.4,11.4,-2.6,-21.7,8.4,-16.6
O=C(O)C(Cc1ccccc1)NS(=O)(=O)c1ccc2c(c1)OCCO2 (stereo unspecified),-0.3,-9.9,4.3,6.9,-17.2,2.1,-9.9,-16.6,-4.0,1.7,2.7
O=C(CSc1ccccc1)Nc1ccc(Cl)c(S(=O)(=O)N2CCOCC2)c1,3.1,2.6,9.7,10.8,-11.7,-6.1,1.6,10.3,-39.6,-11.8,6.9
CC1=C(C#N)C(=O)OC(C)(C)C1,2.9,-9.4,-10.4,22.4,7.8,-6.2,-1.3,-8.8,-4.8,-8.0,10.5
COc1ccc2c(c1OC)C(=O)N1C2SC[C@H]1C(=O)NCCC(C)C (stereo partly specified),7.7,-51.0,-18.1,16.6,7.0,-5.1,-11.0,2.6,-0.3,3.4,2.5
CCc1ccc2c(c1)NC(=O)C2(C)Cc1ccc(F)cc1 (stereo unspecified),·,8.9,0.2,2.9,-5.2,12.7,13.5,-1.2,20.8,-4.1,-23.0
CC(NC(=S)NNS(=O)(=O)c1cccc([N+](=O)[O-])c1)c1ccccc1 (stereo unspecified),-6.1,11.2,-4.1,2.7,2.4,-7.9,-10.7,5.5,3.9,15.8,8.1
COC(=O)NNC(=O)c1ccc(C(C)(C)C)cc1,0.4,22.6,-0.5,-19.5,0.5,1.3,-32.5,-19.9,-27.9,-15.8,-2.9
Cc1nc2ccc(NC(=O)Cc3cccs3)cc2s1,-35.2,1.2,19.7,35.4,-124.8,6.1,-47.5,-32.1,-62.7,-63.9,-0.2
CC(C)NC(=O)C(=O)Nc1cc2c3c(c1)C(C)C(=O)N3CCC2 (stereo unspecified),-4.5,-8.2,-10.4,-12.9,4.8,3.3,5.8,-11.6,-18.5,2.6,-4.5
COc1ccc(-n2c(SCC(=O)NNC(=O)c3ccccc3C)nnc2-c2ccncc2)cc1,6.4,-4.2,-10.4,32.3,18.2,-5.5,1.1,2.8,-21.3,12.2,6.3
Cc1cc(NCc2ccccn2)ccc1Br,-10.8,2.6,2.3,-24.5,-122.7,-2.4,-83.2,-36.7,-75.4,-68.2,-20.5
CC(C)Cn1c(-c2csc(C(C)C)c2)n[nH]c1=S,1.0,-4.8,-12.0,-16.1,3.6,2.7,4.7,15.6,0.9,15.3,-1.6
Cc1noc(C)c1S(=O)(=O)N(C)C[C@H]1Oc2ccc(NC(=O)NC(C)C)cc2C(=O)N([C@H](C)CO)C[C@@H]1C,-24.3,3.5,-5.8,-2.9,15.2,-11.3,-4.0,-7.6,-9.3,11.6,3.1
COCCN1C(=O)/C(=C/c2ccc(N3CCCC3)cc2C)SC1=S,-16.6,-1.5,8.6,-48.9,-10.5,1.3,-11.1,-10.2,-38.6,9.3,-135.6
CC(=O)c1cccc(NC(=O)Cn2nc(-c3ccccc3Cl)ccc2=O)c1,3.7,12.4,12.7,-5.7,-8.8,-6.2,5.0,6.7,-0.5,-1.6,-14.5
CCN1C(=O)c2ccc(C(=O)NCc3ccco3)cc2C1=O,-4.5,30.5,-21.3,-8.6,-29.0,6.0,-3.8,0.2,6.7,-6.5,5.5
CCOC(=O)C1C(=O)OC2(CCOC(C)(C)C2)C1C(=O)OCC (stereo unspecified),0.6,-1.1,-13.9,17.7,-10.3,13.6,-8.8,-12.1,-4.0,-18.1,-3.0
O=C(Nc1ccnn1C1CCN(C(=O)Cc2ccccc2F)CC1)C1CC1,4.1,18.4,-7.7,8.7,14.0,4.6,-21.6,-26.4,-0.1,6.2,-0.8
CN(C)C(CNC(=O)c1ccc(S(=O)(=O)NCc2ccco2)cc1)c1ccccc1 (stereo unspecified),-1.5,-1.4,6.2,-6.4,1.0,20.7,3.0,9.2,-5.6,19.3,-13.0
CCCCNC(=O)C1(C)CCCCN1C(=O)c1ccc2c(c1)C(C)(C)CCC2(C)C (stereo unspecified),·,8.0,1.6,11.9,24.6,-12.0,25.1,37.9*,20.9,-12.4,6.9
C[C@H](CO)N1C[C@H](C)[C@@H](CN(C)C(=O)C2CCCCC2)OCc2cnnn2CCCC1=O,0.4,-17.1,9.6,-3.9,-16.8,1.3,-3.0,3.8,-5.3,14.1,9.7

Following part
canonical_smiles,LMP1 NFkB inh,TWEAK-Fn14 inh,C8 TRAIL sens,TROY signal inh,NR5A2 inv ag,KKLEB tox,NCOA1 inh,NR2F2 inh,Shn3 inh set2,NCOA3 inh,CF NFkB block
COC(C[C@@H](O)[C@@H](C)[C@@H](O)COCc1ccccc1)OC,-21.4,12.9,9.2,-5.8,-21.6,-9.0,-33.4,8.5,7.5,-3.5,-15.2
Cc1ccc2c(c1)C(c1ccccc1)CC(=O)O2 (stereo unspecified),-3.5,-11.0,-7.6,7.2,-9.7,13.3,-5.0,-3.1,-15.6,16.3,-1.2
COc1ccc(N2CCN(CCCNC(=O)Nc3ccccc3)CC2)cc1,-1.5,15.4,2.5,-10.1,-1.7,10.2,-9.0,-11.6,-10.1,2.5,1.0
OC(CNCCc1ccc(Cl)cc1)COc1cc(Cl)ccc1Cl (stereo unspecified),-3.2,-8.4,-3.7,-30.8,6.6,-12.2,-2.2,16.3,3.1,-30.1,4.9
CC(=O)N1CCC(C(=O)OCc2ccc(Cl)cc2)(c2ccccc2)CC1,-7.6,8.2,-8.8,0.8,-12.7,4.4,0.2,10.6,-2.6,9.9,-6.8

Not all compounds are listed; the hit share may differ from the screen's.
